LGR2 antag: inhibitors of bursicon-induced LGR2 CRE-luciferase signal, primary screen, cell-based, HEK293, CRE-luciferase reporter, bursicon stimulation. Drosophila bursicon receptor LGR2 (rickets). bursicon-stimulated, 4 h. inhibition, % at 9.99 µM. hit rate 0.35% among 380,000. AID 720647, 2013;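 active means drop in luminescence signal, shown as inhibition above about 50% in the replicate tests, limit read from the data, passing the limit was not always enough; inconclusive means probably only some replicates passing the limit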;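 further: agonist challenge used bursicon conditioned medium at about half maximal strength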
DENV2 CPE rescue: inhibitors of DENV2 cytopathic effect, primary screen, cell-based, plate reader, single concentration. CPE inhibition, % at 9.99 µM. hit rate 1.7% among 350,000. DENV2-infected cells, cytopathic effect rescue; in the data active means CPE inhibition above about 20%, passing the limit was not always enough; inconclusive means no clear call, values can overlap the other calls; tested in BHK-21 cells;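 further: 0% = median of neutral control wells and 100% = median of positive control wells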
CASP6 VEID inh: human caspase-6 inhibitors, primary screen, biochemical, VEID-R110 fluorescence, single point, set 2; inhibition, % at 12.5 µM; hit rate 0.53% among 350,000; purified caspase-6, Z-VEID-R110 cleavage fluorescence; AID 686996, 2013; P55212;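 active means mean inhibition across replicates at least about 35%, with every replicate also reaching that limit, limit read from the data; inconclusive means only one of the two criteria met; inactive means neither criterion met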;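 further: 0% = median of neutral control wells and 100% = no fluorescence left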
Target sequence (P55212 24-179 limits assumed): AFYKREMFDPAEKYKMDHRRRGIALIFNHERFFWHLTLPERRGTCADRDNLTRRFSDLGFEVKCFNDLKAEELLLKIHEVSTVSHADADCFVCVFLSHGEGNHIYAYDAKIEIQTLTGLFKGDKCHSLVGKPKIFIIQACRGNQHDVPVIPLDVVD
Target sequence (P55212 194-293 limits assumed): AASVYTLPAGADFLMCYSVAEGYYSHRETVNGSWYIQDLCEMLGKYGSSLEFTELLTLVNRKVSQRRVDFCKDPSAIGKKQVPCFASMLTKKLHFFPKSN
ARNT-TACC3 inh: disruptors of ARNT/TACC3 protein interaction, primary screen, biochemical, AlphaScreen, single concentration; Transforming acidic coiled-coil-containing protein 3 (Homo sapiens), Q9Y6A5; hit rate 0.66% among 390,000; inhibition, % at 9.99 µM; AlphaScreen His-ARNT PAS-B/GST-TACC3 binding, luminescence; TACC3 fragment carries E629A point mutation;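 active means mean inhibition of replicates at least 50% and at least half of replicates each reaching 50%; inconclusive means half or more replicates reach 50% but mean below 50%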;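 further: 0% = complete ARNT plus TACC3 wells and 100% = ARNT alone without TACC3; many hits fall short of the cut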
EWS-Fli block: EWS/Fli-driven NR0B1 reporter inhibitors, primary screen, A673 cells, NR0B1 luciferase, luminescence, MLPCN library; viability-normalised; inhibition, % at 12.6 µM; hit rate 0.67% among 350,000;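 active means mean inhibition of at least 50% after viability correction, with every replicate also passing that limit; inconclusive means mean reaches 50% but only one of two replicates passes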;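 further: firefly luciferase signal divided by Alamar Blue viability fluorescence both relative to DMSO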
PAX8 inh HTS: inhibitors of PAX8-driven TPO luciferase reporter, primary screen, RMG-I cells, single concentration; hit rate 1.2% among 360,000; inhibition, % at 12.6 µM; AID 652154, 2013; SteadyGlo, 24 h;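 active means mean replicate inhibition at least 60% with every replicate also reaching 60%; inconclusive means only one of the two criteria is met; inactive means mean below 60% and not all replicates reaching 60%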;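 further: luciferase light reporting Pax8 driven TPO promoter activity; plate controls were median of neutral control wells for no effect and mitoxantrone controls for full effect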
SIRT5 inh: SIRT5 desuccinylase inhibitors, primary screen, biochemical, fluorescence imaging, single point, set 5. NAD-dependent protein deacylase sirtuin-5, mitochondrial (Homo sapiens), Q9NXA8. Purified SirT5, succinyl-peptide AMC, trypsin-coupled fluorescence. inhibition, % at 15 µM. hit rate 1.1% among 330,000; in the data active means inhibition above about 15%; inconclusive means no clear call, values can overlap the other calls
Target sequence (Q9NXA8 whole entry, looked up): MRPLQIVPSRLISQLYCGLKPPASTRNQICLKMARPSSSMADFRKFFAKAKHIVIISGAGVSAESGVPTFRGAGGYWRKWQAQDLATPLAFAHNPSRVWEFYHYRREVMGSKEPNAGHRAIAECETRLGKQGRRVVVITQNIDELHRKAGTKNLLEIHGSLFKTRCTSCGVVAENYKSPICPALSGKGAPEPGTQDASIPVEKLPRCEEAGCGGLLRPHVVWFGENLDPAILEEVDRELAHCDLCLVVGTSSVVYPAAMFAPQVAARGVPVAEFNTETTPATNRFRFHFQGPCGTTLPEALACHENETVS
Active calls of the source: *; u = inconclusive; x = no result given; & = joins results of further samples. Compounds as they come. About 4.9% of those tested had a hit in this group.

SMILES	LGR2 antag	DENV2 CPE rescue	CASP6 VEID inh	ARNT-TACC3 inh	EWS-Fli block	PAX8 inh HTS	SIRT5 inh
COc1cccc(NC(=O)c2ccccc2N2C(=O)C3C4C=CC(C5CC45)C3C2=O)c1 (centres undefined)	4.7	4.7	2.0	x	0.7	-24.5	3.0
O=C(Nc1ccncc1NC(=O)c1cccc([N+](=O)[O-])c1)c1cccc([N+](=O)[O-])c1	4.2	-1.4	2.3	-1.2	0.9	9.3	0.5
CC(=O)Nc1ccc(-c2csc(NC(=O)CC(NC(C)=O)c3ccccc3)n2)cc1 (centres undefined)	0.6	-3.7	10.1	-6.0	-1.4	1.4	-0.3
CCC(=O)Nc1ccc2c(c1)C(=O)N(C)C[C@H](OC)[C@@H](C)CN(C(C)=O)[C@H](C)CO2	-16.4	11.6	0.7	-2.0	1.5	2.0	-7.7
CC(=O)Oc1ccc2c(C)cc(=O)[nH]c2c1	1.1	x	2.3	1.6	x	x	-28.8
NS(=O)(=O)c1ccc(-c2ccc(C=C3C(=O)c4ccccc4C3=O)o2)cc1	-9.3	3.3	-0.7	-18.1	-2.8	9.9	x
COc1cc2c(c(OC)c1OC)[C@@]1(c3ccccc3)CCCC[C@H]1[C@@H]2NC(=O)C(F)(F)F	13.7	24.0*	-2.1	x	-1.3	-15.7	2.6
CCOc1ccccc1N1C(=O)CC(Sc2ccccc2N)C1=O (centres undefined)	-29.6	0.2	x	x	0.8	15.3	-1.1
C[C@@H]1CN([C@@H](C)CO)C(=O)Cc2cc(NC(=O)C3CCCCC3)ccc2O[C@@H]1CN(C)Cc1ccc(C(=O)O)cc1	-12.1	-0.4	4.3	2.2	-6.6	3.8	14.2
Cc1cc2c(cc3c(=O)n(CC(=O)NCCCN4CC(C)CC(C)C4)ncn32)s1 (centres undefined)	-5.7	2.3	-3.9	0.9	x	-10.3	-3.0
O=C(COC(=O)/C=C/c1ccccc1)NCc1ccco1	7.2	1.3	7.5	x	-4.1	5.9	2.0
CCC(=O)N1CCC2(CC1)CN(C(=O)c1ccccn1)[C@H](CO)c1c2c2ccc(OC)cc2n1C	-0.4	9.9	x	x	-1.1	x	x
CCCCc1c(-c2ccccc2OC)ncn1Cc1cccc(C)c1	33.2	-6.0	2.5	x	20.6	20.9	x
COc1ccc(S(=O)(=O)N2CCOCC2)cc1NC(=O)COC(=O)c1ccc(C)s1	5.0	-2.9	-1.7	1.5	0.2	12.4	-1.6
CCC(CC)C(=O)Nc1cc([N+](=O)[O-])ccc1Cl	13.5	-6.5	-0.9	-5.0	-6.4	46.0	-3.4
C=CCn1ccc2c([N+](=O)[O-])cccc2c1=O	-2.3	-6.6	-0.3	3.7	-5.0	-9.5	-3.2
Cc1cc(-c2ccc(N3CCOCC3)cc2)nc2ccccc12	-59.0	-1.5	-0.4	-12.0	-44.8	-63.0	-1.4
CC1=C(C(N)=O)C(c2ccccc2[N+](=O)[O-])n2ncnc2N1 (centres undefined)	0.0	-6.9	4.7	27.0	18.1	5.6	-0.7
Brc1cnc2nc[nH]c2c1	x	-1.1	1.9	-4.8	8.5	-20.6	-3.8
CC1CCN(CC(=O)Nc2ccc(C(=O)N3CCCCC3)cc2)CC1	-0.8	u	-6.0	-0.5	-9.3	-15.7	-1.4
Cc1c(-c2ccccn2)c(=O)[nH]n1-c1ccc(F)cc1	29.9	2.9	1.9	17.4	22.4	-19.4	9.8
CCS(=O)(=O)Nc1ccc(C2=NN(C(C)=O)C(c3cccs3)C2)cc1 (centres undefined)	-0.8	x	-0.2	0.1	36.6	11.9	-61.0
C[C@H](NC(=O)c1cccc([N+](=O)[O-])c1)C(=O)OCC(=O)c1ccccc1Br	8.0	-3.6	0.1	-5.6	-4.8	2.7	-6.0
O=C(COc1ccccc1)N1CCN(C(=O)c2ccco2)CC1	18.3	-1.1	-4.6	-1.9	4.0	x	-1.5
CCN(C(=O)CCNC(=O)Cn1cnc2ccccc2c1=O)c1ccccc1F	-10.5	-3.9	-11.3	x	7.2	5.8	-4.7

Next structures follow.
SMILES	LGR2 antag	DENV2 CPE rescue	CASP6 VEID inh	ARNT-TACC3 inh	EWS-Fli block	PAX8 inh HTS	SIRT5 inh
CN(C)CCCNS(=O)(=O)c1ccc(N2CCN(Cc3ccc4c(c3)OCO4)CC2)c([N+](=O)[O-])c1	4.9	-3.8	-22.4	7.3	52.3*	5.1	0.7
COc1ccc(NC(=O)CN(C)C(=O)c2cn(-c3ccccc3)nc2-c2ccc(Cl)cc2)cc1	0.4	-2.0	-3.4	-2.1	-2.9	22.8	2.0
CO[C@H]1CN(C)C(=O)c2cc(NC(=O)c3cccc(F)c3)ccc2OC[C@@H](C)N(CC2CC2)C[C@@H]1C	1.5	-3.7	-0.4	-0.9	0.5	-9.7	2.4
C[C@@H]1CN([C@H](C)CO)C(=O)c2cccc(NC(=O)Nc3ccc(F)cc3)c2O[C@@H]1CN(C)S(C)(=O)=O	5.3	2.8	-1.7	2.4	-3.9	-13.5	3.7
C[C@H]1CN([C@@H](C)CO)C(=O)c2cc(-c3ccccc3)cnc2O[C@@H]1CN(C)C(=O)C1CCOCC1	-6.7	-1.2	2.5	-6.6	8.3	x	-8.5
CC(Oc1ccc(C#N)cc1)C(=O)NC1CCCC1 (centres undefined)	-2.1	2.9	-0.2	4.6	-1.7	1.0	-2.0
COc1ccc(NC(=O)c2cc(-c3ccc(F)cc3OC)n[nH]2)c(C)c1	2.8	u	0.3	x	-5.8	-1.5	x
C[C@H]1CN([C@@H](C)CO)C(=O)Cc2cc(NS(=O)(=O)c3ccc(Cl)cc3)ccc2O[C@H]1CN(C)Cc1ccc(C(F)(F)F)cc1	0.5	6.9	3.7	-49.2	-11.0	-17.0	-1.8
O=C1CS/C(=N/N=C2C3CC4CC(C3)CC2C4)N1	9.4	x	x	14.8	x	3.5	x
O=C(N/N=C/c1coc2ccccc2c1=O)c1cc(Br)c(O)c(Br)c1	8.6	2.3	0.5	-2.6	x	-22.7	4.4
Cc1ccc(S(=O)(=O)N[C@@H](Cc2ccccc2)C(=O)CCl)cc1	x	0.3	4.9	23.0	19.4	-4.2	0.8
Cn1c(CN2CCCCC2)c(C#N)c2ccccc21	5.0	6.6	-2.8	0.6	0.6	x	2.2
CCC(=O)N[C@H]1CC[C@@H](CCn2cc(C3CC3)nn2)O[C@@H]1CO	4.0&8.5	-2.2&-5.4	0.2&4.7	-18.7	3.4&-7.3	-7.1&-8.5	-2.4&4.6
O=C(C=Cc1ccco1)c1ccc([N+](=O)[O-])cc1	-6.9	-3.2	8.8	x	-2.3	5.0	-0.8
COc1ccc(OC(=O)N(C)C[C@@H]2OCc3cn(nn3)CCCC(=O)N([C@@H](C)CO)C[C@@H]2C)cc1	-0.6	0.6	-1.3	4.7	-1.8	x	-5.5
Cc1nc([N+](=O)[O-])cn1CC(O)c1ccc(-c2ccccc2)cc1 (centres undefined)	9.1	10.1	-5.4	-3.2	9.7	22.0	-4.6
N#CCOc1ccccc1P(=O)(c1ccccc1)c1ccccc1	0.5	7.6	-0.5	2.4	-1.3	6.5	-11.1
CCOC(=O)c1cc(-c2ccco2)nn1-c1ccc(C)cc1	8.0	-8.3	-0.1	0.2	1.4	9.9	5.5
COC(=O)CN1C(c2cccc(Cl)c2)=Nc2ccc(Cl)cc2C1c1ccccc1 (centres undefined)	x	8.4	0.3	-3.7	9.4	16.4	-0.2
CC1CCN(c2ccc(S(=O)(=O)N3CCC(C)CC3)cc2N)CC1	0.3	0.3	-4.1	-0.7	x	22.5	0.1
O=C1COc2ccc(C(=O)COC(=O)c3c(F)cccc3Cl)cc2N1	-13.2	-6.3	1.8	-0.9	-25.8	-1.3	-1.0
CCC(CC)C(=O)c1c[nH]c(C(=O)NN)c1	-10.9	2.8	-9.3	-2.4	6.1	5.7	0.6
COC(=O)c1ccc(-c2nc(-c3ccc(Br)o3)no2)cc1	-17.8	-0.7	-0.1	x	-6.5	-27.4	-1.2
O=C(O)c1[nH]c2ccccc2c1C(c1c(F)cccc1Cl)c1c(C(=O)O)[nH]c2ccccc12	-3.9	5.2	1.9	0.7	19.8	7.9	4.4
Cc1ccc2nc(-c3ccccc3N)[nH]c2c1	u	-3.3	-1.0	-9.7	-16.4	-76.3	-20.0

Next section.
SMILES	LGR2 antag	DENV2 CPE rescue	CASP6 VEID inh	ARNT-TACC3 inh	EWS-Fli block	PAX8 inh HTS	SIRT5 inh
O=C(O)c1ccccc1N(Cc1ccccc1)C(=O)CO/N=C/c1ccccc1	9.5	4.5	0.0	x	8.1	6.1	0.8
C[C@@H]1CCCCO[C@@H](CN(C)S(=O)(=O)c2ccc(Cl)cc2)[C@H](C)CN([C@H](C)CO)C(=O)c2cc(NC(=O)NC3CCCCC3)ccc2O1	-0.6	5.8	-2.1	18.6	-29.5	24.2	3.9
CCc1nn(CC(=O)NCc2cccnc2)c(=O)c2cc3occc3n12	-11.5	-3.5	0.6	-0.5	x	5.8	8.4
CN(C(=O)COC(=O)c1ccc(Br)c([N+](=O)[O-])c1)c1c(N)n(Cc2ccccc2)c(=O)[nH]c1=O	9.2	-10.0	-3.0	2.0	2.8	0.1	-1.8
NC(=O)C1CCN(C(=O)c2ccc3nc(N4CCCCC4)sc3c2)CC1	-19.3	-4.2	-5.4	0.0	-85.1	-166.6	-20.7
C[C@@H]1CN([C@@H](C)CO)C(=O)c2cccc(NC(=O)Nc3ccc4c(c3)OCO4)c2O[C@H]1CN(C)Cc1ccc2c(c1)OCO2	11.0	22.3*	-0.3	12.1	-20.1	-10.8	-1.0
COc1ccc(C(=O)Nc2nnc(CCS(=O)(=O)c3ccc(C)cc3)s2)cc1	-25.8	-2.4	-2.4	-3.3	0.6	-37.2	3.7
Cc1cc(C)n2c(SCC(=O)Nc3ccc(F)cc3)nnc2n1	10.5	5.5	1.5	-5.3	-4.3	-11.5	-1.4
C[C@H]1CN([C@@H](C)CO)C(=O)c2cc(-c3cncnc3)cnc2O[C@@H]1CN(C)C(=O)Cc1cccnc1	-53.1	7.9	-2.3	-6.3	-4.6	x	0.2
CC(C)(C)NCCOc1ccc2ccccc2c1	11.0	1.8	-2.7	-5.7	-2.9	-0.9	7.3
CC(=O)c1c(C)[nH]c(C(=O)OCC(=O)NCCC(C)C)c1C	2.8	x	x	0.6	x	19.9	x
Oc1cc(O)cc(C=Cc2ccc(O)c(O)c2)c1	u	-0.9	76.0*	x	-1.2	-168.8	x
C[C@H](CO)N1C[C@H](C)[C@@H](CN(C)C(=O)Cc2ccccc2)OCCCC[C@H](C)Oc2ccc(NC(=O)c3ccccc3)cc2C1=O	14.0	-2.5	-0.3	-5.9	5.1	x	-2.8
COc1cc(CNCCc2c[nH]c3ccccc23)ccc1OCc1ccccc1F	-3.1	-6.0	-2.4	-0.4	-8.1	x	-4.3
C[C@@H]1CN([C@@H](C)CO)C(=O)c2cccc(NC(=O)NC3CCCCC3)c2O[C@H]1CN(C)Cc1ccc(C(F)(F)F)cc1	13.1	7.5	-0.8	-0.8	3.5	x	2.7
C[C@H](CO)N1C[C@H](C)[C@@H](CN(C)C(=O)Nc2ccc(C(F)(F)F)cc2)Oc2ccc(NC(=O)Cc3ccccc3)cc2C1=O	12.8&17.5	6.0&17.3	-1.3&3.8	-2.6&2.0	-2.3	15.6&14.7	2.2

Some values from the list:
ARNT-TACC3 inh result of `CCc1nn(CC(=O)NCc2cccnc2)c(=O)c2cc3occc3n12` reads -0.5
SIRT5 inh result of `COc1cc(CNCCc2c[nH]c3ccccc23)ccc1OCc1ccccc1F` reads -4.3
CASP6 VEID inh result of `C[C@H](CO)N1C[C@H](C)[C@@H](CN(C)C(=O)Cc2ccccc2)OCCCC[C@H](C)Oc2ccc(NC(=O)c3ccccc3)cc2C1=O` reads -0.3

Screening results deposited in PubChem BioAssay by Broad Institute.
